mcGAS lum: cyclic GMP-AMP synthase inhibitors, mouse, primary biochemical chemiluminescence; inhibition, % at 12.5 µM; Q8C6L5; recombinant cGAS, Kinase-Glo ATP depletion luminescence; hit rate 0.15% among 160,000;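 also: 0% = negative control wells and 100% = reference inhibitor with no enzyme activity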
NPYLR7 agonist: agonists of mosquito NPYLR7 receptor, primary screen, cell-based, Aedes aegypti, calcium fluorescence, mosquito biting behavior | Aedes aegypti neuropeptide Y-like receptor 7 (NPYLR7) | HEK293T NPYLR7/Galpha15, GCaMP6s calcium fluorescence | activation, % at 10 µM | hit rate 0.15% among 270,000; in the data active = activation above about 40%;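 also: 0% = vehicle and 100% = reference agonist at the receptor; some compounds past the cut are filed as inactive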
hcGAS inh: Primary biochemical luminescence assay for human cyclic GMP-AMP synthase inhibitors | Q8N884 | recombinant h-cGAS, ATP depletion, Kinase-Glo luminescence | inhibition, % at 12.5 µM | hit rate 0.081% among 290,000 | AID 1259398, 2018;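 also: 0% = vehicle reaction and 100% = reaction without DNA for no activity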
Target sequence (Q8N884 whole entry, looked up): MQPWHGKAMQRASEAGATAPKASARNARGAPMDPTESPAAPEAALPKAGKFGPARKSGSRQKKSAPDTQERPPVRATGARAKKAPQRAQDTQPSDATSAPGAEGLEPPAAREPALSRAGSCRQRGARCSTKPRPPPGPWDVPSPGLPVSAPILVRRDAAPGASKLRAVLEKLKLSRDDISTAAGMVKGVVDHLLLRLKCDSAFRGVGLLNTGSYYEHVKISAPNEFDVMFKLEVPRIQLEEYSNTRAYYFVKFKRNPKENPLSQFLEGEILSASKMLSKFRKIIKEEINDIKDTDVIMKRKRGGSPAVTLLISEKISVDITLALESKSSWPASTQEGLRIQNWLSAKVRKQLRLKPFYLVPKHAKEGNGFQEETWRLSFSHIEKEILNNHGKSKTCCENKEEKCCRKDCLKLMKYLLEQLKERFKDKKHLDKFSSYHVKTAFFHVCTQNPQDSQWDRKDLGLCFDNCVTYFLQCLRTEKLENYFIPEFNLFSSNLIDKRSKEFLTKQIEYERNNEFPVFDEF
* marks the source's active call; other numbers are inactive results; . = no result given; & = joins results of further samples. Rule as the data show it, unless noted: active = inhibition above about 40%; inactive = the rest.

#1 O=C(NCc1nnc(SCC(=O)N2CCc3ccccc32)n1-c1ccc(F)cc1)c1cccs1
#2 CSC(C)C(=O)Nc1ccc(Br)cc1 (centres undefined)
#3 CC(C)NC(=O)NC(=O)COC(=O)c1cc(S(=O)(=O)N2CCOCC2)ccc1F
#4 CC(=CC(=O)OCC(=O)NC1CC1)C(=O)OCC(=O)NC1CC1
#5 Nc1nn(CC2CC2)c2ccccc12
#6 COCC1(NC(=O)c2ccc(=O)[nH]c2)CCCC1
Screen / compound no.	1	2	3	4	5	6
NPYLR7 agonist	3.1	7.7	8.9	2.4	4.5	7.7
mcGAS lum	-6.1	.	-4.5	.	.	.
hcGAS inh	-3.3	-15.7	-1.8	-3.0	-6.3	-3.4

#7 CC(Cc1cccc(C(F)(F)F)c1)C(=O)NCC1(O)CCS(=O)(=O)CC1 (centres undefined)
#8 C=CCn1c(SCC(=O)NCC2(N3CCOCC3)CCCCC2)nc2sc(C)c(C)c2c1=O
#9 COc1cc2c(cc1CN1CC3(CCNCC3)CC1C(=O)O)OCO2 (centres undefined)
#10 Cc1nc(NC2CC(=O)N(Cc3cccc(F)c3)C2)c2ccsc2n1 (centres undefined)
#11 Cn1c(C(=O)O)ccc1-c1cccc(Br)c1
#12 CCOC(=O)c1c(NC(=O)c2ccc(F)cc2)sc(C(=O)Nc2ccc3c(c2)OCO3)c1C
Screen / compound no.	7	8	9	10	11	12
NPYLR7 agonist	4.5	-5.6	5.0	12.0	-5.0	-3.8
mcGAS lum	.	-1.2	.	-15.6	.	-3.2
hcGAS inh	-6.5	-2.0	-3.9	-0.2	-6.2	-8.7

#13 CCOc1ccccc1OCC(=O)OC1CCOC1=O (centres undefined)
#14 C=CCNC(=O)NC1(C)CCS(=O)(=O)C1 (centres undefined)
#15 CC(=O)OC1CC2CCCCC2(C)C2CC(O)C(C)(C3SCCS3)CC12 (centres undefined)
#16 COCCn1cnnc1CN(C)c1nc(C(C)(C)C)nc2c1cnn2C
#17 NC(=O)C1CCN(C(=O)c2ccc(OCc3nc(C4CC4)cs3)cc2)CC1
#18 CCCOC(=NCCOC)NC(=O)c1cccc(OC)c1
Screen / compound no.	13	14	15	16	17	18
NPYLR7 agonist	12.8	1.0	-3.2	-6.0	5.8	-4.8
mcGAS lum	.	.	.	.	.	-3.3
hcGAS inh	-11.2	-2.8	0.8	-8.4	-0.8	-5.5

#19 CC(C(=O)c1cccc(Cl)c1)n1cnc(-c2ccccc2)cc1=O (centres undefined)
#20 CC(Oc1ccc(C#N)cc1)C(=O)NN1C(=O)NC2(CCCCC2)C1=O (centres undefined)
#21 COc1ccc(NC(=O)NC(=O)COc2ccc(C#N)cc2Cl)cc1
#22 COc1cccc(CN(C)Cc2nc(-c3ccco3)no2)c1
#23 CC(c1ccc(Cl)cc1)N1CCN(C(=O)c2n[nH]c(=O)[nH]2)CC1 (centres undefined)
#24 O=c1nc(SCc2ccccc2F)nc2ccccn12
Screen / compound no.	19	20	21	22	23	24
NPYLR7 agonist	-8.8	3.0	-2.2	4.9	5.4	6.6
mcGAS lum	-11.6	.	-16.4	.	.	-6.4
hcGAS inh	-5.8	-6.8	-5.4	-8.1	-3.7	-6.5

Entries 22–24, quoted:
#22 COc1cccc(CN(C)Cc2nc(-c3ccco3)no2)c1
#23 CC(c1ccc(Cl)cc1)N1CCN(C(=O)c2n[nH]c(=O)[nH]2)CC1 (centres undefined)
#24 O=c1nc(SCc2ccccc2F)nc2ccccn12
Screen / compound no.	22	23	24
NPYLR7 agonist	4.9	5.4	6.6
mcGAS lum	.	.	-6.4
hcGAS inh	-8.1	-3.7	-6.5

Later entries.
#25 C=c1cc(C)n(CC(=O)Nc2cc(C)ccc2C)c(=O)c1=C1N=C(c2ccc(Cl)cc2)NO1
#26 CCCOc1ccc(C(=O)N2CCC(C(O)(c3ccccc3)c3ccccc3)CC2)cc1
#27 Cc1cc(C(=O)NNC(=O)Cc2csc(C)n2)c(C)o1
#28 CC1=C(C)C(=NOS(=O)(=O)c2ccccc2)C=C(Br)C1=O
#29 COc1cc(C(C)=O)ccc1OCC(O)Cn1nc(C)c(C(C)=O)c1C (centres undefined)
#30 Cc1ccc(NC(=O)Nc2ccc(N3CCCC3)c(C(=O)NCCc3ccccc3)c2)c(C)c1
Screen / compound no.	25	26	27	28	29	30
NPYLR7 agonist	6.4	-4.1	4.1	-0.3	8.1	4.7
mcGAS lum	-11.0	-3.4	.	0.2	-7.4	-8.2
hcGAS inh	-5.5	-6.3	7.3	-8.0	-7.6	-5.6

#31 Cc1ccc(C)c(Cn2nc(-c3cccs3)c3sc(C)nc3c2=O)c1
#32 CCCS(=O)(=O)Oc1ccc([N+](=O)[O-])cc1-c1nc2ccccc2o1
#33 Cc1ccc(C)c(S(=O)(=O)NCCn2ncc3c(N4CCCCCC4)ncnc32)c1
#34 CNC(=O)CC1C(=O)NCCN1Cc1nc2ccccc2n1C(C)C (centres undefined)
#35 CCCCN(C)S(=O)(=O)c1ccc2c(c1)nc(SCC(N)=O)n2C1CCCC1
#36 Cc1ccc(C(=O)Nc2cccc(Cl)c2C(N)=O)c(C)n1
Screen / compound no.	31	32	33	34	35	36
NPYLR7 agonist	13.5	.	1.8	20.3	3.7	7.3
mcGAS lum	-5.9	-10.6	.	.	-4.9	.
hcGAS inh	5.9	-4.5	-3.2	-9.5	-3.3	-6.6

Part of the list above, reformatted.
item	structure	NPYLR7 agonist	mcGAS lum	hcGAS inh
12	CCOC(=O)c1c(NC(=O)c2ccc(F)cc2)sc(C(=O)Nc2ccc3c(c2)OCO3)c1C	-3.8	-3.2	-8.7
31	Cc1ccc(C)c(Cn2nc(-c3cccs3)c3sc(C)nc3c2=O)c1	13.5	-5.9	5.9
14	C=CCNC(=O)NC1(C)CCS(=O)(=O)C1 (centres undefined)	1.0	.	-2.8
7	CC(Cc1cccc(C(F)(F)F)c1)C(=O)NCC1(O)CCS(=O)(=O)CC1 (centres undefined)	4.5	.	-6.5

(cont.)
#37 CCCCN(CC(=O)Nc1cc(C(C)(C)C)nn1-c1ccc(C)cc1)C(=O)Nc1ccccc1F
#38 CCCCNC(=S)NN=Cc1cccs1
#39 Cc1csc(NC(=O)c2sc(-c3cccs3)nc2C)n1
#40 Cc1cc(=O)[nH]c(-n2nc(C)cc2NC(=O)Nc2ccccc2)n1
#41 CN(C)P(=NC(=S)Nc1ccccc1)(N(C)C)C12CC3CC(CC(C3)C1)C2
#42 Cc1ccc(NC(=O)CN2CCN(C(=O)c3ccncc3)CC2)cc1
Screen / compound no.	37	38	39	40	41	42
NPYLR7 agonist	11.1	2.6	24.9	-15.6	12.4	0.4
mcGAS lum	-4.2	-6.3	-1.6	2.3	-4.1	.
hcGAS inh	-2.4	-10.6	-17.7	6.1	-5.5	-8.8

#43 CCCCCC(=O)N1CCN(c2nc(Cc3ccccc3)nc3onc(-c4ccccc4)c23)CC1
#44 CCCCc1noc(CN2C(=O)S/C(=C/c3cccs3)C2=O)n1
#45 NC(=S)N=Nc1c2[nH]c3ccccc3nc-2c2ccccc12
#46 Cc1ccc(N2CCN(C(=O)c3ccccc3F)C(C)C2=O)cc1C (centres undefined)
#47 Cc1ccc(-c2c(C)oc(C)c2C(=O)NC2c3ccccc3-c3ccccc32)cc1
#48 O=C(Nc1ccc2[nH]cc(CCN3CCN(c4cccc(C(F)(F)F)c4)CC3)c2c1)C1C[C@H]1c1ccccc1 (some centres undefined)
Screen / compound no.	43	44	45	46	47	48
NPYLR7 agonist	0.6	7.8	9.9	-7.8	0.4	18.7
mcGAS lum	-3.7	.	.	-2.7	-4.9	-5.5
hcGAS inh	-2.9	-7.8	-6.7	-1.3	-5.5	-1.9

#49 C/C(C=C(C#N)C#N)=C/C(C#N)C#N
#50 NC1c2ccccc2-c2ccccc21
#51 CC1=NN(c2ccccc2)C(=O)C1N=Nc1nc2ccccc2n1C (centres undefined)
#52 CC(Cc1cccnc1)Nc1nc(C2CCCC2)nc2c1cnn2C (centres undefined)
#53 COc1ccccc1Oc1ncccc1CNC(=O)c1ccccc1SC
#54 COCCn1c(=NC(=O)C2CCCN2S(=O)(=O)c2cccs2)sc2cc(F)cc(F)c21 (centres undefined)
Screen / compound no.	49	50	51	52	53	54
NPYLR7 agonist	18.1	2.6	-10.2	0.9	4.3	5.1
mcGAS lum	.	.	.	-9.5	.	-10.9
hcGAS inh	-1.2	-5.9	-3.9	-7.5	-6.0	-5.7

#55 Cc1ccnc(SCc2cc(=O)c(OC(=O)c3ccc(F)cc3)co2)n1
#56 CC(Sc1nc(N)nc2nc[nH]c12)C(=O)N[C@H]1CCOC1=O (some centres undefined)
#57 Cc1ccc2sc(NNC(=O)c3ccccc3)nc2c1C
#58 CCCCn1c(=O)c2c(nc3n2CC(C)CN3c2ccc(CC)cc2)n(C)c1=O (centres undefined)
#59 O=C(Nc1nc(-c2ccccc2)ns1)c1ccncc1
#60 Cc1ccc(C(=O)N2CCC(C(=O)Nc3cccc(-c4nnc(C)s4)c3)CC2)cn1
Screen / compound no.	55	56	57	58	59	60
NPYLR7 agonist	-14.0	4.8	1.5	3.1	0.8	4.1&2.0
mcGAS lum	-8.0	.	-7.6	-7.3	-1.9	.
hcGAS inh	-4.8	-4.0	-4.8	-9.7	-1.5	-1.9&-7.3

#61 COc1ccc(-c2cc(NCC3CCCCC3)n3ncnc3n2)cc1
#62 CC(C)n1cc(C(=O)NC2CCCCCC2)c(=O)c(C(=O)N2CCSCC2)c1
#63 O=C(c1ccc(F)c(F)c1)N1CCOC(COCc2c(Cl)cccc2Cl)C1 (centres undefined)
#64 NC(=O)C1CCCCN1C(=S)NC1CCCCC1 (centres undefined)
#65 C=CCN1C(=O)NC(c2cc(OC)ccc2OC)C2=C1CN(CCc1ccccn1)C2=O (centres undefined)
#66 Clc1ccc(-c2cc(N3CCN(Cc4cccnc4)CC3)n3nccc3n2)cc1
Screen / compound no.	61	62	63	64	65	66
NPYLR7 agonist	22.8	2.9	2.7	-4.7	.	20.7
mcGAS lum	-6.0	-12.4	-7.3	.	-10.0	-4.0
hcGAS inh	-1.6	-7.6	-3.8	-3.1	-6.4	-2.3

#67 COCCC1(NC(=O)C2CCC2)CCN(CC2CC2)CC1
#68 Oc1cccc(CN2CCN(c3nccc(CCC(F)(F)F)n3)CC2)c1
#69 COc1ccc(-c2cc(COC(=O)c3cc4ccccc4o3)no2)cc1OC
#70 O=C(NC1CC1)C1CCN(C2CCN(Cc3cnc(N4CCCC4)s3)CC2)CC1
#71 COCc1cnc2c(c1SCc1ccccn1)c(=O)n(C)c(=O)n2C
#72 CN(C)C(=O)C1CCCN1C(=O)C(=O)Nc1cc(F)cc(F)c1 (centres undefined)
Screen / compound no.	67	68	69	70	71	72
NPYLR7 agonist	.	8.0	0.4	0.5	2.4	2.9
mcGAS lum	-0.6	.	.	-3.5	-7.2	.
hcGAS inh	-3.6	-3.5	-1.9	-8.5	-5.0	-6.6

#73 Oc1cccc(-c2nc3c4c(ncn3n2)-c2ccccc2CC42CCCC2)c1
#74 O=C(C1CCCCC1)N1CCN(Cc2nc(-c3ccsc3)no2)CC1
#75 CS(=O)(=O)N1CCN(c2ccc([N+](=O)[O-])c(N3CCc4ccccc4C3)c2)CC1
#76 CCOC(=O)c1sc(NC(=O)CC(C)C)nc1C
#77 O=C(c1ccco1)N(Cc1cccc(C(F)(F)F)c1)CC1CC(c2ccccc2Cl)=NO1 (centres undefined)
#78 CCC(C)Cc1c(C)sc2nc(CSc3nnc(C4CC4)n3C)[nH]c(=O)c12 (centres undefined)
Screen / compound no.	73	74	75	76	77	78
NPYLR7 agonist	4.3	5.8	2.9	9.0	-2.3	-0.3
mcGAS lum	-5.5	.	.	.	-0.8	.
hcGAS inh	-1.8	-8.6	-5.2	-0.6	-1.9	-5.3

#79 CSc1cccc(NC(=O)NCC2(N(C)C)CCCC(C)C2)c1 (centres undefined)
#80 O=C(NNC(=O)c1cnc2ccccc2n1)c1ccccc1
#81 COc1cccc(NC(=O)C2(C#N)Cc3ccccc3N3CCCC32)c1 (centres undefined)
#82 CC(C)(C)c1cn(C2CCN(C(=O)c3ccc4ncsc4c3)CC2)nn1
#83 CCc1ccc(C(=O)NCCC(=O)OC)o1
#84 Cc1cnn(C(=O)c2ccc(Cl)s2)c1
Screen / compound no.	79	80	81	82	83	84
NPYLR7 agonist	9.6	-2.1	8.2	4.8	11.2	0.3
mcGAS lum	.	-16.3	.	-16.2	.	.
hcGAS inh	-10.1	-5.6	-10.6	-2.5	-3.7	-6.5
